TRPC4 PAM – allosterically enhances the mouse TRPC4 cation channel; HEK293 TRPC4beta/mu-opioid, DAMGO EC20, Fluo-4 Ca2+ flux; stronger effect = higher value; 310,000 compounds, 0.42% hits; B-score at 10 µM;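 active = B-score of calcium response area above 5 SD of library B-scores, with initial fluorescence ratio within 5 SD of library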;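 also: B-score of integrated fluorescence ratio over time as area under calcium response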
Platelet DG rel – platelet dense granule release activity | human platelet-rich plasma, SFLLRN dense granule ATP release, luminescence | 300,000 compounds, 0.22% hits | AID 1663 | inhibition, %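 (compounds screened at 7.5 µM in platelet-rich plasma)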;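 active = mean replicate score, as percent of positive control, at or above 50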
hERG protect – compounds protecting human hERG from proarrhythmic drug block; CHO-hERG, FluxOR thallium flux, dofetilide IC70 present; 310,000 compounds, 0.51% hits; Q12809; activation (rescue from dofetilide block), less the hit threshold, % at 10 µM;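 active = activation above the mean of controls blocked by dofetilide plus 5 SD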;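 also: thallium influx through hERG after potassium depolarization seen as dye fluorescence rise; in these data hits start at about 4.7%; inactives centre near -7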
TRPC4 inh – inhibitors of mouse TRPC4 channel; 300,000 compounds, 0.39% hits; B-score at 10 µM; AID 2247; HEK293 TRPC4beta/mu-opioid, DAMGO-evoked Fluo4 calcium flux; stronger effect = lower value;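 active = B-score over 3 SD under the library average, no early fluorescence shift, positive overall ratio signal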
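Assay system: TRPC4beta/mu-opioid receptor HEK293 cell line; compound dosing: single concentration per test compound; detection: Fluo4 Ca2+ flux fluorescence; evaluation: per-well B score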
KCNK9 block – blocks the human KCNK9 two-pore domain potassium channel; Q9NPC2; HEK293 KCNK9, FluxOR thallium flux fluorescence; stronger effect = lower value; B-score at 10 µM; 310,000 compounds, 1.2% hits; AID 488922;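 active = ratio B-score over 3 SD below the library mean, with starting fluorescence within 5 SD of its mean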;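 also: negative B-score means less thallium flux so channel inhibition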
Target sequence (Q9NPC2 whole entry, looked up, the tested form may be a part): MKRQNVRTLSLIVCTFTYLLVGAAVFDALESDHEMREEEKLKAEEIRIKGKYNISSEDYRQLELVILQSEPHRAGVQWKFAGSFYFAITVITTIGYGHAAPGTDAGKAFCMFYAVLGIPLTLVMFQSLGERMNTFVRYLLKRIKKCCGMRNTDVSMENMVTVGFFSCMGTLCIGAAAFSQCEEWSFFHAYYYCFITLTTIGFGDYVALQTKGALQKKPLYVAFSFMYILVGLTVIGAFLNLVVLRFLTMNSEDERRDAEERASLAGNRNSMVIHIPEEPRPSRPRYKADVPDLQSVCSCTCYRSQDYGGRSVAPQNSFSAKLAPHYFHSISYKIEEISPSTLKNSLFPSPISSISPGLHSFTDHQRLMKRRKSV
KCNQ1 act – potentiates or activates the human KCNQ1 potassium channel. P51787. CHO-K1 KCNQ1, thallium flux FluxOR fluorescence; stronger effect = higher value. B-score at 10 µM. 310,000 compounds, 0.35% hits. AID 2648;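 active = fluorescence ratio B-score, a plate-corrected score, at least three library SD, with initial intensity B-score within 5 SD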
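System: CHO-K1 cells stably expressing KCNQ1 / Medium: assay buffer for compound exposure, DMSO matched across wells / Reagent: thallium- and potassium-containing depolarizing buffer / Compound: one concentration, matched DMSO / Incubation: 20 min compound pretreatment at room temperature / Measured by: kinetic FluxOR fluorescence, 10 s baseline plus 110 s post-stimulus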
KCNK3 inh – human KCNK3 channel inhibition, primary screen; O14649; 340,000 compounds, 0.84% hits; CHO-KCNK3 thallium flux, FluxOR fluorescence; stronger effect = lower value; AID 602410; B-score at 10 µM;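 active = B-score under library mean minus 4 SD, starting fluorescence ratio at most library mean plus 5 SD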;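 also: more negative B-score means stronger inhibition of thallium flux through KCNK3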
Target sequence (O14649 whole entry, looked up): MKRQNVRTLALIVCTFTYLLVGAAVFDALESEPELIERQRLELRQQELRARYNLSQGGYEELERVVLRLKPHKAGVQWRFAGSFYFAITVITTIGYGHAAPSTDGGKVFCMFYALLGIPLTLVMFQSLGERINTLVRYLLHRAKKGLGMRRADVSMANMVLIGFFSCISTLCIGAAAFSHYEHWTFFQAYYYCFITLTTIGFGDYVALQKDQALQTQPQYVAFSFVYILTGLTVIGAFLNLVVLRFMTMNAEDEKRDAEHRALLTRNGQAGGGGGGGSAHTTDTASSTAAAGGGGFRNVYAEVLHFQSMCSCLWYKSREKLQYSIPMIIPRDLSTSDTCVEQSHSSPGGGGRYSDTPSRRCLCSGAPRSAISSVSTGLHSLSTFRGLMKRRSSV
KCNQ1 block – inhibitors of human KCNQ1 potassium channel. 310,000 compounds, 1.3% hits. CHO-K1 KCNQ1, FluxOR thallium flux fluorescence; stronger effect = higher value. AID 2642. B-score at 10 µM. P51787;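 active = compounds whose thallium flux B-score, printed positive for inhibition, exceeds three library SD while starting fluorescence stays within three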;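 also: channel opened by potassium depolarization with thallium stimulus after 20 min compound exposure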
PolyA inh – yeast polyadenylation inhibition; S. cerevisiae SKY197-pL101 polyadenylation reporter, beta-gal luminescence; efflux-impaired pdr1/pdr3 knockout yeast; score 100 = 6 SD above DMSO; calls only at 12 µM; 300,000 compounds, 0.02% hits; AID 1875;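 active = lowest replicate activity score at least 50, where 100 means six control SD above control mean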;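 also: yeast exposed to compound for 9 h at 30 °C; higher score means more reporter readthrough which indicates perturbed polyadenylation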
DYRK1A inh – Dyrk1A (rat) kinase inhibition | Q63470 | ADP-Glo luminescence, NFATc1 peptide | inhibition, % at 12.5 µM | 310,000 compounds, 0.43% hits | AID 504441; in the data active = inhibition above about 50%;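 also: plate controls were vehicle with enzyme for no effect and no enzyme for full effect; many of its hits are not listed in these tables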
TRPC4 agonist – activators of mouse TRPC4 channel. Q9QUQ5. HEK293 TRPC4beta/mu-opioid, Fluo4 calcium fluorescence; stronger effect = higher value. B-score at 10 µM. 310,000 compounds, 0.49% hits. AID 2237;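 active = B-score above 5 SD of library B-scores, and initial fluorescence ratio not above library mean plus 5 SD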;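 also: positive B-score marks a calcium rise read as TRPC4 activation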
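Test system: HEK293 cells stably co-expressing mouse TRPC4beta and mu-opioid receptor | Schedule: Fluo4 dye loading 45 min at room temperature, 110 s recording | Measured by: Kinetic Fluo4 calcium fluorescence, 5 s baseline at 1 Hz | Evaluation: B score of integrated ratio | Controls: Buffer (low) and maximal DAMGO (high)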
* = called active by the depositor; i = inactive; · = not tested or not shown. These rows are one share of the data; count on the stated rates, not on these rows.

item	SMILES	TRPC4 PAM	Platelet DG rel	hERG protect	TRPC4 inh	KCNK9 block	KCNQ1 act	KCNK3 inh	KCNQ1 block	PolyA inh	DYRK1A inh	TRPC4 agonist
1	CCC(C)NS(=O)(=O)c1ccc(OCC(=O)N2CCCC2)cc1 (stereo not given)	i	10	1	i	i	i	i	i	i	-1	i
2	COc1ccccc1CNC(=O)C(NS(=O)(=O)c1ccc2c(c1)OCCO2)C(C)C (stereo not given)	i	-5	-2	i	i	i	i	i	i	-2	i
3	COc1ccc2c(c1)sc1nc(-c3ccccc3)cn12	i	54*	-7	i	i	i	i	i	i	19	i
4	CN(C)c1nccc(N(Cc2ccccc2)Cc2ccccc2)c1C#N	i	·	-6	i	i	i	i	i	i	4	i
5	CC(C)(C)NC(=O)CSc1n[nH]c(=O)n1-c1ccccc1	i	-5	-3	i	i	i	i	i	i	3	i
6	COc1ccc(OC)c(N2C(=O)CC(Cc3cc(C)cc(C)c3)C2=O)c1 (stereo not given)	i	-2	-6	i	i	i	i	i	i	1	i
7	O=C1Nc2ccccc2S/C1=C\C(=O)N1CCCC1	i	2	-11	i	i	i	·	i	i	·	i
8	Cc1ccc(NC(=O)c2ccc(Cl)c(S(=O)(=O)N3CCCCCC3)c2)nc1	i	0	-9	i	i	i	-9.7*	i	i	-5	i
9	CCC(C)NC(=O)C1CCN(S(=O)(=O)c2ccc(-n3cnnn3)cc2)CC1 (stereo not given)	i	8	-1	i	i	i	i	i	i	-2	i
10	Cc1ccc(NC(=O)c2cnc3ccccc3n2)cc1C	i	4	0	i	i	i	i	i	i	1	i
11	COc1cc2cc(Oc3ccc4ccc(=O)oc4c3)c(=O)oc2cc1O	i	3	-7	i	i	i	i	i	i	-1	i
12	Cc1ccc2nc(Nc3nc(C)cc(C(F)(F)F)n3)nc(C)c2c1	i	0	-9	i	i	i	i	i	i	0	i
13	O=C(Nc1ccc(F)cc1)c1sc2cc(C(F)(F)F)cnc2c1-c1cccs1	i	3	-12	i	i	i	i	i	i	2	i
14	CC(C)(C)c1ccc(-c2nnc(N)o2)cc1	i	-1	-6	i	i	i	i	i	i	7	i
15	CCC1CCCCN1CCCNC(=O)CCC(=O)N1CCOc2ccccc21 (stereo not given)	i	-3	-5	i	i	i	i	i	i	4	i
16	CC(C)[C@H](NC(=O)Nc1cccc(C(F)(F)F)c1)C(=O)O	i	-1	-4	i	i	i	i	i	i	4	i
17	Cc1ccccc1CC(=O)Nc1ccc(C(=O)N2CCCC2)cc1	i	48	-9	i	i	i	i	i	i	-2	i
18	Cc1ccc(S(=O)(=O)N2CCCOC2CNC(=O)C(=O)NCCCn2ccnc2)cc1 (stereo not given)	i	8	-5	i	i	i	i	i	i	-3	i
19	Cn1c(=O)c(=O)n(C)c2cc(N3CCOCC3)c(NS(=O)(=O)c3ccc([N+](=O)[O-])cc3)cc21	i	-17	-7	i	i	i	i	i	i	-3	i
20	COc1cc(/C=C(\C#N)C(=O)c2c(C)[nH]c3ccccc23)cc(OC)c1OC	i	6	-16	i	i	i	i	i	i	10	i
21	O=C(/C=C/c1ccc2c(c1)OCCCO2)c1ccccc1O	i	30	-6	i	i	i	i	i	i	5	i
22	Cc1ccc(-c2nnc(SCC(=O)N/N=C/c3c(C)nn(-c4ccccc4)c3C)n2-c2ccccc2)cc1	i	5	-9	i	i	i	i	i	i	-6	i
23	O=[n+]1c2c(n([O-])c3ccccc31)CCCC2	i	-3	-7	i	i	i	i	i	i	5	i
24	O=C(Oc1coc(CSc2nnc(NC(=O)C3CC3)s2)cc1=O)c1ccccc1	i	8	-6	i	i	i	i	i	i	4	i
25	CC1CN(C(=O)c2cc3cc(Br)ccc3[nH]2)CC(C)O1 (stereo not given)	i	-1	-4	i	i	i	i	i	i	2	i
26	Cc1cccc(OCC(=O)N(Cc2ccco2)C2CCS(=O)(=O)C2)c1 (stereo not given)	i	-3	-4	i	i	i	i	i	i	5	i
27	C=CC[n+]1c(/C=C2\C=Cc3cc(C)ccc3N2CC)ccc2ccccc21	i	5	-33	i	-13*	i	-16*	16*	i	6	i
28	COc1cc(-c2noc(CCCC(=O)NCc3ccco3)n2)cc(OC)c1OC	i	-5	-22	i	i	i	i	i	i	-14	i
29	COc1cccc(CNC(=O)C2Cc3ccccc3CN2C(C)=O)c1 (stereo not given)	i	-9	-6	i	i	i	i	i	·	-2	i
30	CCCCCC(=O)NC(NC(=S)NC1CCS(=O)(=O)C1)C(Cl)(Cl)Cl (stereo not given)	i	-3	5.6*	i	i	i	i	i	i	-1	i
31	Cc1cc(C)cc(-n2c(C)nc3cc(C(=O)O)ccc32)c1	i	-4	-5	i	i	i	i	i	i	6	i
32	O=c1c2ccccc2c(C=Nc2cccc(S(=O)(=O)NCc3ccco3)c2)c(O)n1-c1ccc(Cl)cn1	i	4	-9	i	i	i	i	i	i	0	i
33	CC1(C2CC2)NC(=O)NC1=O (stereo not given)	i	4	1	i	i	i	i	i	i	4	i
34	Cc1cc(NC(=O)CCCn2nc(C)c([N+](=O)[O-])c2C)no1	i	-2	-14	i	i	i	i	i	i	-3	i
35	Fc1ccc(-c2ccnc3nc(N4CCN(c5ccccc5)CC4)nn23)cc1	i	0	-10	i	i	i	i	i	i	-8	i
36	CC1Sc2ccc(S(=O)(=O)N3CCC(C(=O)NCc4ccccc4)CC3)cc2NC1=O (stereo not given)	i	10	-8	i	i	i	i	i	i	4	i
37	O=C1c2cccc3c([N+](=O)[O-])c(O)cc(c23)C(=O)N1Nc1ccccc1	i	-9	-8	i	i	i	i	i	i	24	i
38	CCC(C)c1ccc(C(C)NC(=S)NC2CCCCC2)cc1 (stereo not given)	i	6	-18	i	i	i	i	i	i	2	i
39	CCSC1=N/C(=C/c2ccsc2)C(=O)N1c1ccccc1	i	4	-10	i	i	i	i	i	i	0	i
40	CCSc1ncc(Cl)c(C(=O)Nc2sc3c(c2C(=O)NCc2cccnc2)CCCC3)n1	i	3	-8	i	i	i	i	i	i	8	i

Of the compounds above, 2 have a COOH group:
item	SMILES	TRPC4 PAM	Platelet DG rel	hERG protect	TRPC4 inh	KCNK9 block	KCNQ1 act	KCNK3 inh	KCNQ1 block	PolyA inh	DYRK1A inh	TRPC4 agonist
16	CC(C)[C@H](NC(=O)Nc1cccc(C(F)(F)F)c1)C(=O)O	i	-1	-4	i	i	i	i	i	i	4	i
31	Cc1cc(C)cc(-n2c(C)nc3cc(C(=O)O)ccc32)c1	i	-4	-5	i	i	i	i	i	i	6	i

Remaining list, next part
item	SMILES	TRPC4 PAM	Platelet DG rel	hERG protect	TRPC4 inh	KCNK9 block	KCNQ1 act	KCNK3 inh	KCNQ1 block	PolyA inh	DYRK1A inh	TRPC4 agonist
41	CC(C)C(=O)N1CCN(c2ccc(NC(=O)c3cccs3)cc2Cl)CC1	i	26	-4	i	i	i	i	i	i	-5	i
42	Cc1ccc(CNCC(O)(c2ccccc2)c2ccc(Cl)cc2)cc1 (stereo not given)	i	1	-34	i	i	i	i	6*	i	4	i
43	C=CCNC(=O)c1ccc([N+](=O)[O-])c(Cl)c1	i	-5	-8	i	i	i	i	i	i	0	i
44	O=C(Nc1ccc(F)cc1)C1CCN(c2nnnn2-c2ccccc2)CC1	i	-2	-17	i	i	i	i	i	i	-1	i
45	COc1ccc(C(=O)OCCN2C(=O)c3ccccc3C2=O)cc1	i	12	-10	i	i	i	i	i	i	2	i
46	COc1cccc(-c2ccc(=O)n(CC(=O)Nc3cc4c(cc3NC(C)=O)OCCO4)n2)c1	i	-3	-10	i	i	i	i	i	i	-19	i
47	CCC(=O)N1c2ccccc2-c2nnc(SC)nc2OC1c1ccc(N(C)C)cc1 (stereo not given)	i	-12	-10	i	i	i	i	i	i	-10	i
48	N#CC1=C(N)OC2=C(CC/C2=C\c2ccccc2Cl)C1c1ccccc1Cl (stereo not given)	i	5	-3	i	i	i	i	i	·	-14	i
49	c1cnc2ncc3sccc3c2c1	i	-2	-6	i	i	i	i	i	i	59*	i
50	COc1ccc(OC)c(-c2csc(NC(=O)C3c4ccccc4Oc4ccccc43)n2)c1	i	15	-3	i	-9.1*	i	i	i	i	5	i
51	Cc1ccc(S(=O)(=O)N2CCN(C(=O)Cn3nc(C)c([N+](=O)[O-])c3C)CC2)c(C)c1	i	14	-15	i	i	i	i	i	i	-4	i
52	COC(=O)c1cn(NC(=O)c2cccc(OC)c2)c(=O)c2ccccc12	i	-2	-8	i	i	i	i	i	i	3	i
53	Cc1c(NC(=O)C(C)Sc2nc3ccccc3c(=O)n2CCO)c(=O)n(-c2ccccc2)n1C (stereo not given)	i	8	-3	i	i	i	i	i	i	1	i
54	O=C(O)c1ccc2c(c1)OCCO2	i	-1	-2	i	i	i	i	i	i	2	i
55	CC(C)CN1CCN(CC#Cc2ccccc2)CC1CCO (stereo not given)	i	-5	-10	i	i	i	i	i	i	5	i
56	CC1CCCC(C)N1/N=C/c1ccccc1F (stereo not given)	i	0	-1	i	i	i	i	i	i	-8	i
57	COc1cc(-c2[nH]ncc2CN(C)Cc2cc(C)[nH]n2)cc(OC)c1OC	i	6	-8	i	i	i	i	i	i	3	i
58	CCc1ccc(N2CC(C(=O)Nc3cc(C)ccc3F)CC2=O)cc1 (stereo not given)	i	4	-6	i	i	i	i	i	i	-10	i
59	COc1ccc(Nc2cc(C)nc(NCc3ccccc3)n2)cc1	i	3	-28	i	i	i	i	8*	i	6	i
60	CC(=O)c1ccc(N2C(=NC(=O)C(C)C)SC3CS(=O)(=O)CC32)cc1 (stereo not given)	i	-1	-10	i	i	i	i	i	i	6	i
61	CC/C(C)=C1\SC(N2CCN(c3cccc(C(F)(F)F)c3)CC2)=NC1=O	i	-7	-14	i	i	i	i	i	i	3	i
62	COc1cccc(NC(=O)Nc2cc(NC(=O)Nc3cccc(OC)c3)c(C)nc2C)c1	i	1	-10	i	i	i	i	i	i	2	i
63	CC(OC(=O)c1ccc2c(c1)OCCO2)C(=O)c1ccccc1 (stereo not given)	i	9	-11	i	i	i	i	i	i	-3	i
64	COc1cccc(C(=O)NCCS(=O)(=O)NCc2cccs2)c1	i	0	-7	i	i	i	i	i	i	-3	i
65	Cc1nc(CN(C)C(=O)CC2C(=O)NCCN2Cc2ccc(F)cc2)cs1 (stereo not given)	i	-8	-8	i	i	i	i	i	i	-4	i

Screens as filed in PubChem.
